Screening results: PubChem, several laboratories
AID2073: disruptors of CaV2.2 binding to Mint1 – biochemical, HTRF (AID 2073); 290,000 compounds, 0.19% hits; inhibition, % at 20 µM, or IC50 in µM where a hit was titrated; HTRF protein-protein interaction, Mint1-CaV2.2; higher % means a stronger effect; in the data active = inhibition mostly above about 51%, no sharp cut-off; note: some results filed as inactive read as strong as hits
Rac1 GTP hydrolysis: MgcRacGAP GTPase-activating activity inhibitors, confirmation, biochemical, ADP Hunter fluorescence. MgcRacGAP-stimulated Rac1 GTP hydrolysis, ADP Hunter fluorescence; higher % means a stronger effect; GST-tagged Rac1 F28L mutant substrate. inhibition, % at 30 µM; hits with a dose series show IC50 in µM. 340,000 compounds, 0.6% hits. AID 624330;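 active = first-screen hits whose inhibition reached a set limit at any dose in the follow-up dose series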;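 note: fluorescence reports GDP produced by GAP-driven GTP hydrolysis; strong numbers were not always called active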
Yfh1-depleted yeast: enhancers of respiration in Yfh1-depleted yeast, dose response, Friedreich's ataxia, plus single-dose screen (AID 1465); S. cerevisiae Yfh1-off respiration, WST-1 reduction, 72 h; higher fold induction means a stronger effect; one-dose fold induction at 50 µM; EC50 in µM for titrated hits; 220,000 compounds, 0.074% hits;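 active = fold induction of absorbance versus untreated yeast above a set limit, then at least 30% activation at any dose in follow-up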;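 note: activators that raise dye reduction in frataxin-depleted yeast; strong numbers were not always called active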
GPR55 beta-arrestin: GPR55 agonists via beta-arrestin recruitment, primary screen, imaging, U2OS cells, beta-arrestin-GFP redistribution (AID 1961); U2OS GPR55 beta-arrestin-GFP redistribution imaging; higher % means a stronger effect; activation, % at 10 µM, or EC50 in µM where a hit was titrated; 290,000 compounds, 0.048% hits;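 active = activation above 40% with more than 50 cells counted in the well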;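 note: U2OS osteosarcoma cells stably expressing GPR55 and beta-arrestin-GFP; plate controls were DMSO negative control for no effect and LPI positive control for full effect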
NTR1 ag: agonists of NTR1, primary screen, imaging, U2OS cells, beta-arrestin-GFP, high content (AID 493036). NTR1-U2OS beta-arrestin-GFP spot imaging, agonist mode. activation, % at 20 µM. 330,000 compounds, 0.17% hits;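 active = activation at or above 40% of the spot to cytoplasm intensity ratio, with at least 20 cells analyzed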;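 note: 0% = DMSO without peptide and 100% = 100 nM NTR1 peptide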
Target sequence (P30989 whole entry, looked up): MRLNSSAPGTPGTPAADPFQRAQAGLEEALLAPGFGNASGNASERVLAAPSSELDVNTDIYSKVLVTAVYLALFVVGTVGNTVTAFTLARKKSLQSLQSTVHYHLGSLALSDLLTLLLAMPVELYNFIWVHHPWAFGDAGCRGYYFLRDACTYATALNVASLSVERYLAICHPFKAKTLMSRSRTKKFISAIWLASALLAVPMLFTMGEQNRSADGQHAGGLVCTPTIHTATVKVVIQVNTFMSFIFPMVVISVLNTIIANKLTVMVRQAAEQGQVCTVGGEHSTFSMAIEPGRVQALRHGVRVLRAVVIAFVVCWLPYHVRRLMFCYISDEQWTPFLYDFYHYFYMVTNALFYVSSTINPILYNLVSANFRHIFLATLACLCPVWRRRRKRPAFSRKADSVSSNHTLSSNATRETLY
Dengue-2 NS5 capping: flavivirus cap methylation enzyme inhibition – biochemical, confirmation dose response, primary screen (AID 588689) | Dengue-2 NS5 methyltransferase capping enzyme assay, biochemical; higher % means a stronger effect | one-dose inhibition, % at 25 µM; IC50 in µM for titrated hits | 340,000 compounds, 0.3% hits; in the data active = a potency from the dose series
GPR35 arrestin U2OS: inhibition of zaprinast-stimulated GPR35 beta-arrestin translocation – imaging, U2OS, beta-arrestin-GFP, zaprinast agonist, primary screen (AID 2058). inhibition, % at 10 µM; hits with a dose series show IC50 in µM. U2OS GPR35 beta-arrestin-GFP translocation imaging, zaprinast antagonism; higher % means a stronger effect. 290,000 compounds, 0.052% hits;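 active = inhibition of at least 50% with at least 30 cells and total cytoplasm GFP at most 10,000,000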
GPR55 antagonists: GPR55 antagonists blocking LPI-driven arrestin recruitment, primary screen, imaging, U2OS, beta-arrestin-GFP, LPI agonist (AID 2013); 290,000 compounds, 0.13% hits; inhibition, % at 10 µM, or IC50 in µM where a hit was titrated; U2OS GPR55 beta-arrestin-GFP translocation imaging, LPI antagonism; higher % means a stronger effect;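 active = spots per cell inhibited over 60%, with over 100 cells counted and total cytoplasm intensity under 500,000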;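 note: U2OS cells stably carrying GPR55 and arrestin-GFP stimulated by 5 µM LPI near EC80; imaged beta-arrestin-GFP aggregate spots per cell after agonist stimulation; plate controls were LPI-stimulated DMSO wells for no effect and DMSO wells without LPI for full effect; some results filed as inactive read as strong as hits; confirmed hits need IC50 under 10 µM and bright autofluorescent wells are also inconclusive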
Large T inhibition: SV40 large T antigen inhibitors, biochemical (AID 1903); 310,000 compounds, 0.39% hits; SV40 large T antigen ATPase/helicase inhibition assay; higher % means a stronger effect; one-dose inhibition, % at 20 µM; IC50 in µM for titrated hits; in the data active = a potency from the dose series; note: strong numbers were not always called active
NTR1 ag cell count 20 µM: second read-out of NTR1 ag, no call of its own (marks repeat the call); cell count; measured here: cell count, cytotoxicity flag
Starred values were filed as active, the others as inactive; i = inactive; x = not tested or not shown.

SMILES	AID2073	Rac1 GTP hydrolysis	Yfh1-depleted yeast	GPR55 beta-arrestin	NTR1 ag	NTR1 ag cell count 20 µM	Dengue-2 NS5 capping	GPR35 arrestin U2OS	GPR55 antagonists	Large T inhibition
O=C(Cn1ncc2c(=O)oc3ccccc3c21)NCCN1CCN(c2ccccc2F)CC1	8.1%	4.4%	i	-0.1%	-1.0	90	-1.4%	-1.4%	3.7%	1.1%
O=C(CSc1c[nH]c2ccccc12)N1CCOCC1	-4.0%	6.1%	i	-0.1%	-0.5	72	1.6%	8.4%	1.9%	14.5%
COCCCNC(=O)CCSc1ccc(C)cc1	0.7%	7.8%	i	-0.1%	2.7	51	-7.4%	4.7%	5.5%	-1.2%
Cn1cc(SCC(=O)Nc2ccc3c(c2)OCCO3)c2ccccc21	-4.7%	12.9%	i	-0.3%	0.2	91	4.9%	-15.5%	-7.8%	5.4%
Cc1c(C(=O)NCCSCc2c(Cl)cccc2Cl)cccc1[N+](=O)[O-]	-11.8%	8.2%	i	-0.1%	1.5	80	-9.7%	6.2%	9.2%	12.4%
Cc1ccc(C2/C(=C(\O)c3c(C)nc4ccccn34)C(=O)C(=O)N2CCN(C)C)o1 (stereo not drawn)	-7.9%	-2.4%	i	-0.1%	0.2	59	0.0%	6.4%	5.5%	6.1%
C=CCOC(=O)C1=C(C)NC(=O)NC1c1ccc(Cl)cc1 (stereo not drawn)	-2.8%	-2.0%	i	-0.1%	-2.8	88	4.8%	1.9%	4.6%	1.0%
COC(C(=O)Nc1ccc(S(=O)(=O)Nc2ccc(C)c(C)c2)cc1)c1ccccc1 (stereo not drawn)	2.5%	-4.5%	i	-0.3%	2.8	59	-4.4%	-5.9%	11.3%	9.4%
CCc1ccc(NC(=O)C/C(C)=N/NC(=O)COc2ccc(C)cc2Br)cc1	4.6%	12.4%	x	-0.2%	-1.1	55	-8.0%	-11.5%	-4.8%	7.4%
O=c1cc[nH]c2ccc([N+](=O)[O-])cc12	-0.3%	4.8%	i	0.7%	1.6	51	1.5%	-10.3%	-1.5%	5.0%
COc1ccc(-c2c(C(=O)O)c(-c3ccccc3)cn2C)cc1	x	10.8%	x	x	-1.7	87	-2.8%	x	x	14.1%
CCc1nnc(NC(=O)CSc2nnc(C3CCCCC3)n2-c2cccc(Cl)c2)s1	15.8%	9.2%	i	0.2%	7.8	94	-11.3%	21.9%	-10.6%	7.5%
COc1ccccc1/C=C/C=N/NC(=O)CN1CCN(Cc2ccccc2)CC1	-21.1%	13.4%	i	-0.1%	2.2	48	-2.3%	16.0%	9.5%	-4.0%
COC(=O)c1ccc(CSc2ccccc2C)o1	10.6%	4.7%	i	-0.3%	0.0	51	-2.4%	-11.8%	11.5%	1.9%
CCCNC(=O)C(Cc1ccccc1)NS(=O)(=O)c1cccc2nsnc12 (stereo not drawn)	-2.7%	8.3%	i	0.0%	0.4	83	-3.1%	4.1%	-5.3%	-1.3%
Cc1cccc(C)c1NC(=O)C1(N2C(=O)CC2c2ccccc2)CCCCC1 (stereo not drawn)	10.4%	4.8%	i	0.6%	-1.5	75	-3.6%	-14.9%	-4.4%	-0.2%
CCOC(=O)c1c(NC(=O)CSc2nnc(-c3c[nH]c4ccccc34)n2CC)sc2c1CCCC2	7.8%	16.0%	i	-0.2%	13.5	82	-0.7%	2.4%	12.8%	10.3%
CCOc1ccc(CCNC(=O)C2CCCN(S(=O)(=O)N3CC(C)CC(C)C3)C2)cc1OCC (stereo not drawn)	3.6%	10.0%	x	0.3%	3.2	65	-8.7%	16.9%	16.9%	5.0%
Cc1ncc(S(=O)(=O)c2ccccc2)c(-c2ccccc2Cl)n1	5.3%	7.7%	i	-0.1%	-2.0	49	-13.0%	-4.1%	8.8%	3.2%
CCN(CC(=O)Nc1c(F)cccc1F)C(=O)C1CCN(S(=O)(=O)c2ccc(F)cc2)CC1	x	1.7%	x	x	-0.5	57	0.0%	x	x	7.0%
COc1cc2cc(C(c3nnnn3C3CCCC3)N3CCCCCC3)c(=O)[nH]c2cc1OC (stereo not drawn)	-1.8%	13.8%	i	0.2%	8.3	50	6.5%	3.9%	6.5%	9.8%
COCCn1c(N)c(N(Cc2ccccc2)C(=O)Cc2c(Cl)cccc2Cl)c(=O)[nH]c1=O	0.2%	6.2%	i	0.1%	-0.8	55	0.7%	-1.6%	5.3%	-4.4%
COc1ccc(OC)c(Nc2cc(C)nc3ccccc23)c1	-8.6%	1.9%	i	-0.2%	0.6	88	-0.3%	-6.6%	-6.8%	-0.2%
CC(NC(=O)C(=O)N/N=C\c1cccc([N+](=O)[O-])c1)c1ccccc1 (stereo not drawn)	-7.7%	0.2%	i	0.5%	-0.2	40	-7.8%	14.9%	8.5%	17.8%
O=c1[nH]c(CSc2nnc(Cc3ccccc3)o2)nc2ccccc12	-13.9%	3.4%	i	0.4%	1.3	48	7.8%	-1.6%	8.6%	6.7%

Only Large T inhibition, for three of the compounds above:
Molecule | Large T inhibition
COCCCNC(=O)CCSc1ccc(C)cc1 | -1.2%
O=C(CSc1c[nH]c2ccccc12)N1CCOCC1 | 14.5%
Cn1cc(SCC(=O)Nc2ccc3c(c2)OCCO3)c2ccccc21 | 5.4%

Later entries:
SMILES	AID2073	Rac1 GTP hydrolysis	Yfh1-depleted yeast	GPR55 beta-arrestin	NTR1 ag	NTR1 ag cell count 20 µM	Dengue-2 NS5 capping	GPR35 arrestin U2OS	GPR55 antagonists	Large T inhibition
Nn1c(SCC(=O)Nc2ccc(F)cc2F)nnc1-c1cccnc1	3.1%	-1.7%	i	-0.3%	0.0	58	-9.7%	7.7%	25.0%	5.1%
COc1ccc(N2CC(NC(=O)NCCC(C)C)CC2=O)cc1 (stereo not drawn)	17.5%	-6.0%	i	0.5%	1.2	67	-3.6%	-1.1%	14.3%	-1.5%
CCOC(=O)c1c(-c2ccccc2)csc1NC(=O)CCN1C(=O)c2ccccc2C1=O	0.1%	2.3%	i	-0.3%	1.4	44	-7.2%	19.0%	-0.5%	-0.4%
COc1cc(O)c2c(c1)OC(C)(C)CC2=O	6.5%	7.1%	i	1.0%	-1.6	91	-2.9%	4.8%	-4.4%	1.1%
CCc1ccc(-n2c(C)cc(/C=N/NC(=O)OC)c2C)cc1	3.7%	2.8%	i	0.2%	-0.2	84	-10.9%	1.4%	-1.1%	5.0%
CCN(c1ccccc1)S(=O)(=O)c1ccc(Cl)c(NC(=O)COC(=O)c2ccc(Cl)c(N)c2)c1	11.3%	9.9%	i	-0.3%	2.5	42	-4.8%	-3.6%	5.4%	24.2%
COc1ccc(CCNC(=O)CN2CCN(Cc3ccc(F)cc3)C2=O)cc1OC	-1.5%	15.1%	i	0.7%	1.4	92	-3.5%	-4.3%	-6.8%	7.4%
Cc1ccc(CSC2=Nc3ccccc3C3=NC(=O)CN23)cc1	-10.4%	8.2%	i	-0.3%	7.3	37	-7.7%	-7.6%	-0.4%	11.2%
O=C(/C=C/c1cccc([N+](=O)[O-])c1)c1cccs1	-12.0%	-0.8%	i	-0.2%	25.4	90	x	19.9%	3.6%	-3.7%
COc1ccccc1NC(=O)c1ccc2c(c1)N(CC#N)C(=O)C(C)(C)O2	18.0%	-2.8%	x	0.3%	0.4	56	-9.1%	11.4%	4.0%	1.6%
Cc1cc(O)c(/C=N/Nc2cccc(Cl)c2)c(=O)o1	-1.4%	5.0%	i	-0.2%	-0.9	46	2.8%	2.2%	13.0%	7.6%
COc1ccc(NC(=S)NNC(=O)CCn2cc([N+](=O)[O-])cn2)cc1	-2.2%	2.4%	i	-0.1%	0.5	52	-6.8%	-20.4%	-0.3%	13.8%
COc1ccc(/C(C)=N/NC(=O)c2ccc(CSc3cccc4cccnc34)cc2)cc1OC	11.4%	11.6%	i	-0.2%	5.8	62	-2.4%	0.5%	-0.8%	11.5%
Cc1cccc(NC(=O)CCC(=O)N/N=C/c2ccco2)c1	4.0%	3.1%	i	0.2%	0.4	91	x	3.6%	6.0%	1.2%
CCOC(=O)C1CCCN(C(=O)CS(=O)(=O)Cc2ccccc2)C1 (stereo not drawn)	15.3%	6.1%	x	0.0%	-1.0	84	-5.6%	-4.6%	18.5%	4.2%
Cc1cccc(N(Cc2ccccc2)C(=O)CSC(C)C(=O)Nc2cc(C)on2)c1 (stereo not drawn)	x	8.3%	x	x	0.3	45	1.5%	x	x	3.4%
O=[N+]([O-])c1cccnc1Oc1ccc(F)cc1	11.4%	-36.4%	i	-0.1%	-0.8	61	0.0%	-9.4%	-1.9%	6.9%
Cc1ccc(C2C3=C(Nc4[nH]n(-c5ccccc5)c(=O)c42)c2ccccc2C3=O)cc1 (stereo not drawn)	-9.7%	x	i	-0.4%	x	x	x	-10.1%	8.6%	38.6%
CC(C)Cn1c(-c2nn(C)cc2Cl)n[nH]c1=S	-25.5%	4.1%	i	0.0%	0.8	41	2.1%	1.5%	18.1%	4.9%
Cc1csc2c(N3CCN(C(=S)Nc4ccc(C(F)(F)F)cc4)CC3)ncnc12	-22.3%	3.7%	i	0.0%	10.9	55	-10.0%	-5.0%	19.5%	-1.1%
COC(=O)c1c(C(=O)OC)c(-c2ccc(OC)cc2)n2c1CS(=O)(=O)C2	-3.2%	7.5%	x	0.5%	-0.1	35	-7.8%	3.0%	-0.6%	15.4%
COc1ccc(CN2C3CCCC2CC(NC(=O)Nc2ccccc2C)C3)cc1 (stereo not drawn)	14.0%	3.9%	i	-0.2%	-1.3	74	0.8%	-6.8%	3.4%	7.1%
CC1CCc2c(sc(NC(=O)C3CCCO3)c2C#N)C1 (stereo not drawn)	-0.8%	5.5%	i	-0.2%	3.5	49	-1.5%	14.5%	5.8%	4.3%
CCOC(=O)c1c(C)c(C(=O)NCc2ccco2)c(C)n1CC	19.7%	3.5%	i	-0.2%	0.4	83	x	10.9%	-11.2%	3.1%
CCCCc1c(O)nc(SCC(=O)N2CCOCC2)n(-c2ccccc2C)c1=O	-6.7%	-1.0%	i	-0.6%	-3.2	90	6.5%	-11.2%	4.7%	20.1%
Cc1ccc(NC(=O)CSc2nc(=O)n(Cc3ccncc3)c3c2CCC3)c(C)c1	x	0.9%	x	x	-0.2	60	-3.6%	x	x	13.1%
COc1ccc(S(=O)(=O)NC(CC(=O)NCc2ccco2)c2ccco2)cc1 (stereo not drawn)	-3.3%	12.0%	i	0.2%	-0.6	45	x	-2.3%	1.9%	0.6%
